Compound activity deposited in PubChem by several laboratories.
Scp-1 inhibitor: Scp-1 (human) phosphatase inhibition; AID 493091; 340,000 tested, 0.88% active; Q9GZU7; Recombinant Scp1, phosphopeptide, malachite green phosphate absorbance; inhibition, % at 20 µM;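 active = inhibition above about 50% at 20 µM, limit read from the data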;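 also: plate controls were DMSO wells with enzyme for no effect and wells lacking enzyme for full effect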
Target sequence (Q9GZU7 76-261 limits assumed): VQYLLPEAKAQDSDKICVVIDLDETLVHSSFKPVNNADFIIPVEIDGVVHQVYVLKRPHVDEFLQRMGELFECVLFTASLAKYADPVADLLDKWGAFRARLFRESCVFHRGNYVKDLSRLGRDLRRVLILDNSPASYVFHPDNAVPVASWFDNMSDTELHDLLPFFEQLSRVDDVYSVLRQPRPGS
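Assay system: SCP-1 catalytic fragment, aa 76-261 | Buffer or medium: Tris acetate buffer pH 5.5 with MgCl2 and Tween-20 | Compound: One concentration, 20 µM, with 1.0% DMSO | Also added: Phospho 17-mer peptide substrate | Signal: Absorbance at 630 nm | Incubation: 45 min enzyme reaction at room temperature | Measure: % inhibition of SCP-1 phosphate liberation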
MsrA inh: inhibits bovine methionine sulfoxide reductase A; inhibition, % at 15.5 µM; 360,000 tested, 0.75% active; purified bovine MsrA, absorbance read-out; in the data active = inhibition above about 4.5%;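 also: 0% = vehicle wells with enzyme and 100% = reference inhibitor wells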
LMPTP block: blocks human LMPTP phosphatase; recombinant LMPTP-A, OMFP fluorogenic substrate, fluorescence intensity; inhibition, % at 20 µM; 360,000 tested, 0.22% active;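 active = compounds that cut the enzyme signal by at least half of the control window in the single-dose screen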;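 also: plate controls were DMSO wells with enzyme plus substrate for no effect and substrate without enzyme for full effect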
Target sequence (P24666 whole entry, looked up): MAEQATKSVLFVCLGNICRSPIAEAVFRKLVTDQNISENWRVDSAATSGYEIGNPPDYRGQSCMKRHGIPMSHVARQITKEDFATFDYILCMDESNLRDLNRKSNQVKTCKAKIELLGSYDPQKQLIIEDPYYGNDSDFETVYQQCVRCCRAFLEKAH
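material = LMPTP-A | quantity = 0.625 nM enzyme | reagent = OMFP substrate, 400 µM final | buffer or medium = Bis-Tris pH 6.0, DTT, detergent | detection = endpoint fluorescence intensity from OMFP dephosphorylation | dosing = single 20 µM dose | read-out basis = % inhibition relative to no-enzyme and uninhibited control wells | control set = no-enzyme and uninhibited controls | timing = 50 min at room temperature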
STEP block: blocks human striatal-enriched tyrosine phosphatase; inhibition, % at 20 µM; recombinant STEP, OMFP fluorogenic substrate, fluorescence; AID 588621; 360,000 tested, 0.25% active;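 active = inhibition at 20 µM, scaled per plate between control wells, above about 37%, limit read from the data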;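 also: 0% = DMSO with enzyme and substrate and 100% = substrate only without enzyme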
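Measure: Control-normalized % inhibition with plate pattern correction | Test system: STEP phosphatase, cell-free reaction | Medium: pH 6.0 Bis-Tris with DTT and Tween 20 | Technique: Fluorescence, 480/540 nm | Times: Reaction 20 min, ambient temperature | Doses: Single compound dose of 20 µM, 1% DMSO final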
TbMetRS inhib: Trypanosoma brucei MetRS inhibition; purified T. brucei MetRS, ATP depletion, Kinase-Glo luminescence; inhibition, % at 11.9 µM; 360,000 tested, 0.4% active; AID 624268;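 active = inhibition above a per-plate cutoff of the control wells' mean inhibition plus 3 SD, cut at about 5.5% in these data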;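 also: 0% = DMSO wells median and 100% = median of wells with control inhibitor compound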
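Dosing: 11.9 µM compound single dose, 0.9% DMSO; Assay system: purified T. brucei MetRS enzyme; Measured by: Kinase-Glo luciferase luminescence reporting remaining unconsumed ATP; Schedule: 15 min plus 2 h at 25 °C.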
CSN inh: CSN deneddylation inhibition. Purified CSN, SCF-Nedd8-OG deneddylation, fluorescence polarization. inhibition, % at 12.5 µM. 360,000 tested, 0.38% active;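 active = pattern-corrected inhibition above about 35%, with an unprinted fluorescence ratio check between 0.5 and 1.5, limit read from the data, passing the limit was not always enough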;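 also: 0% = enzyme with substrate and 100% = substrate without enzyme; some results filed as inactive read as strong as hits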
Target sequence (Q92905 whole entry, looked up, one chain of several): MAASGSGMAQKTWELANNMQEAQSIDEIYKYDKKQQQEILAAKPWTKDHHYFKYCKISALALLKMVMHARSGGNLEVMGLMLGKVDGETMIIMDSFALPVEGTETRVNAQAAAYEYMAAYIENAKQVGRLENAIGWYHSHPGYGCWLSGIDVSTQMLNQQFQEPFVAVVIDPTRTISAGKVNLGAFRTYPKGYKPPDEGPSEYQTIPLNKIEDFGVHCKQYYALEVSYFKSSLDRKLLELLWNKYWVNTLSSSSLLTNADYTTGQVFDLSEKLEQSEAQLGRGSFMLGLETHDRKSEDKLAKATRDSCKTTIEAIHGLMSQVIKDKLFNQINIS
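Assay system: Purified human Csn5 enzyme expressed in HEK293T cells | Amount: Enzyme 0.24 nM | Measured by: Fluorescence polarization readout | Medium: Tris/NaCl/DTT buffer, pH 7.5 | Compound dosing: One concentration, 12.5 µM, 0.25% DMSO | Times: 90 min incubation of compound, enzyme and substrate at room temperature | Control set: no-enzyme wells high, enzyme-with-substrate wells low | Read-out: % inhibition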
SUMO1-SIM PPI: modulators of human SUMO1-mediated protein-protein interactions; P63165; SUMO1 binding to a labelled peptide, TR-FRET, 1 h; inhibition, % at 20 µM; 360,000 tested, 0.33% active; in the data active = inhibition above about 37%
Target sequence (P63165 whole entry, looked up): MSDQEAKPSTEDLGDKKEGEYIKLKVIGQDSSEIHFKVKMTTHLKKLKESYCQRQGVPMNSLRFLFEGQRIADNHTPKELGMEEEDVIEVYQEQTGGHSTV
DNMT1 block: blocks human DNA methyltransferase DNMT1; DNMT1 molecular beacon, Hinp1I cleavage, fluorescence; 360,000 tested, 0.83% active; AID 588458; P26358; inhibition (reported as % activation of signal), % at 10 µM; in the data active = inhibition above about 50%
NadD block: NadD (S. aureus) enzyme inhibition; AID 602399; 360,000 tested, 0.78% active; inhibition, % at 20 µM; purified NadD enzyme, colorimetric absorbance read-out; in the data active = inhibition above about 26%; also: some compounds past the cut are filed as inactive
Rpn11 inh: Rpn11 (human) deubiquitinase inhibition; calls only at 20 µM; O00487; 360,000 tested, 0.59% active; human 26S proteasome, Ub4-pepOG fluorescence polarization; 20S core pre-blocked with epoxomicin; AID 588493;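 active = inhibition at 20 µM, scaled to each plate's controls, above about 33%, limit read from the data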
Numbers without * were called inactive; i = inactive; . = no result given. An unsorted share of the library. About 3.9% of those tested had a hit in this group.

SMILES	Scp-1 inhibitor	MsrA inh	LMPTP block	STEP block	TbMetRS inhib	CSN inh	SUMO1-SIM PPI	DNMT1 block	NadD block	Rpn11 inh
CSc1nnc(NC(=O)c2cc(=O)c3cc(C)cc(C)c3o2)s1	0	-0.3	0.1	3	0.0	-3	-4	1	-7	i
CC(=O)OC(C(=O)N1CCN(c2ccc(F)cc2)CC1)c1ccccc1 (centres undefined)	-1	3.2	-1.7	-1	-0.7	1	-5	3	5	i
CCNC(=S)Nc1ccc(OCc2nc3ccccc3s2)cc1	6	-0.9	0.4	4	0.3	4	-2	-4	7	i
N#Cc1ccc(C23CC4(C2)[C@H](CN(Cc2cccnc2)[C@@H]4c2ccccc2)C3c2ccccc2)cc1 (some centres undefined)	4	-0.5	4.4	4	-0.3	-4	7	10	17	i
CCOC(=O)N1CCN(C(=O)/C(=C/c2cccs2)NC(=O)c2ccc(OC)c(OC)c2)CC1	-3	0.5	-0.9	1	-1.1	9	-9	-3	-2	i
CC(=O)N1c2ccc(S(=O)(=O)NCCC(=O)NCCc3ccc(C)cc3)cc2CC1C (centres undefined)	-6	-0.3	0.7	0	-0.3	-4	-2	0	-6	i
COc1ccc(CN(Cc2ccccn2)S(=O)(=O)c2ccc(-n3cnnn3)c(OC)c2)cc1	4	0.5	-0.5	-1	-0.2	2	2	0	0	i
CCSc1nc2c(c(=O)n(C)c(=O)n2C)n1Cc1ccc(Cl)cc1	-9	1.3	0.8	1	-1.1	0	4	-2	-3	i
COc1ccc(C(=O)NCC(c2ccco2)N2CCc3ccccc32)c(OC)c1 (centres undefined)	-2	0.1	1.6	2	-0.3	-3	5	2	-3	i
CCN(CC)C(=O)C1=C(C)N(CCCOC)C(=O)C(CC(=O)NCc2cccc3ccccc23)C1 (centres undefined)	.	1.0	-0.5	-1	-0.8	-1	1	-1	6	i
Cc1cc(NC(=O)c2ccc(COc3ccccc3Cl)o2)no1	-9	-0.8	0.2	0	-0.7	-5	2	1	-6	i
CNc1nc(C)nc(-c2ccccc2O)n1	-12	0.3	-1.2	4	-0.1	0	-2	4	7	i
CCOC(=O)C1=C(Cn2cnc3ccccc32)NC(=O)NC1c1cc(C)ccc1C (centres undefined)	1	-0.5	0.4	-3	-0.1	3	3	1	4	i
CCc1[nH]c(=O)c(C#N)c2c1CCCC2	-2	-0.4	-0.9	0	-0.9	1	-2	0	6	i
Cc1oc2cc([N+](=O)[O-])c(O)c([N+](=O)[O-])c2c1C(=O)c1ccc(Br)cc1	-10	1.1	4.1	4	0.2	5	-11	6	9	i
COc1cc(NC(=O)c2ccc(Cl)cc2)c(OC)cc1NC(=O)CN1CCOCC1	48	0.3	-1.3	1	-0.5	-2	-3	-3	-4	i
CCOC(=O)c1ccc(NC(=O)Cc2cccs2)cc1	-5	-0.7	-1.5	0	0.1	-4	-1	1	1	i
COc1ccc(OC)c(-c2csc(NC(=O)CSc3ccc(Br)cc3)n2)c1	-7	0.4	3.9	-1	0.4	-9	4	-7	-3	i
C=CC[n+]1c(-c2ccc(OC)cc2)csc1NNC(=O)Nc1ccccc1	0	-0.4	3.1	-1	0.7	-2	-5	-7	6	i
CC(NC(=O)CCc1c[nH]c2ccccc12)c1ccccc1 (centres undefined)	-5	-1.8	-0.8	-2	-1.0	1	3	2	6	i

Five of these compounds, set out differently:
Order of values: Scp-1 inhibitor	MsrA inh	LMPTP block	STEP block	TbMetRS inhib	CSN inh	SUMO1-SIM PPI	DNMT1 block	NadD block	Rpn11 inh
- CCOC(=O)N1CCN(C(=O)/C(=C/c2cccs2)NC(=O)c2ccc(OC)c(OC)c2)CC1
    -3	0.5	-0.9	1	-1.1	9	-9	-3	-2	i
- CNc1nc(C)nc(-c2ccccc2O)n1
    -12	0.3	-1.2	4	-0.1	0	-2	4	7	i
- CCc1[nH]c(=O)c(C#N)c2c1CCCC2
    -2	-0.4	-0.9	0	-0.9	1	-2	0	6	i
- CC(NC(=O)CCc1c[nH]c2ccccc12)c1ccccc1 (centres undefined)
    -5	-1.8	-0.8	-2	-1.0	1	3	2	6	i
- CCSc1nc2c(c(=O)n(C)c(=O)n2C)n1Cc1ccc(Cl)cc1
    -9	1.3	0.8	1	-1.1	0	4	-2	-3	i

Going on with the list:
SMILES	Scp-1 inhibitor	MsrA inh	LMPTP block	STEP block	TbMetRS inhib	CSN inh	SUMO1-SIM PPI	DNMT1 block	NadD block	Rpn11 inh
CCc1ccc(NC(=O)CC2NCCNC2=O)cc1 (centres undefined)	-7	.	0.1	-1	0.1	15	-1	-1	-5	i
N#CCCn1nc(Cc2cccc3ccccc23)c(C#N)c1N	-2	0.9	-0.2	3	1.0	-1	9	-3	-5	i
COCCCNC(=O)C[C@@H]1C[C@@]2(C(=O)OC)CCCCC=C2N(Cc2ccc3c(c2)OCO3)C1=O	.	-0.9	-0.4	.	-0.6	2	1	.	.	.
CCOc1cc(OCC)cc(C(=O)NC(=S)Nc2cccc(C(F)(F)F)c2)c1	-4	0.9	3.2	5	-1.3	1	-3	-4	8	i
Cc1ccc(Cl)cc1-c1cc(C(=O)NCc2ccc(C(F)(F)F)cc2)[nH]n1	.	0.8	3.5	-2	-0.1	1	-2	-2	4	i
Cc1ccnc(NC(=O)CCC(=O)N(CC(=O)NCc2ccc(F)cc2)c2cccc(F)c2)c1	-3	-0.7	-0.9	-2	-0.1	0	-1	1	-1	i
CN(CC(=O)Nc1ccc(Cl)cc1)C(=O)CNC(=O)c1ccc2ccccc2c1	-10	-0.1	0.9	-2	0.1	-1	-8	-3	-5	i
COc1ccc(CN(C)CC(O)COC(c2ccc(OC)cc2)c2ccc(OC)cc2)cc1 (centres undefined)	-5	-0.3	1.6	-1	-1.0	-2	-7	2	-5	i
O=C(CN1CCN(c2ccccc2)CC1)Nc1scc2c1c(=O)oc1ccccc12	-11	-1.1	-1.0	1	-0.6	1	5	5	16	i
COc1ccc(S(=O)(=O)N(C)C[C@H]2Oc3ccc(NC(=O)c4ccncc4)cc3C(=O)N([C@H](C)CO)C[C@@H]2C)cc1	74*	0.2	0.8	1	0.4	-6	2	5	3	i
CC(=O)Nc1ccc(S(=O)(=O)Nc2nc3ccccc3nc2Nc2cccc(S(N)(=O)=O)c2)cc1	-7	2.7	-2.5	-2	-0.2	-2	1	-1	-5	i
CC1CC(C)(C)NC(=S)N1CC(=O)NCc1ccccc1Cl (centres undefined)	-2	0.2	-1.2	0	0.1	-1	3	-3	6	i
CCn1c(C)nc2cc(C(=O)NNC(=O)CN(C)S(=O)(=O)c3ccc(NC(C)=O)cc3)ccc21	-8	-0.6	-1.1	-2	-0.2	-5	0	7	3	i
NC1=NN=C(c2ccc3c(c2)OCCO3)CS1	-7	-0.1	2.6	4	0.1	-2	-7	-10	1	i
COc1ccc(CNC(=O)C2CCCN(c3nccc(C)n3)C2)cc1 (centres undefined)	-4	-1.1	-0.5	6	-1.0	-1	-2	2	-3	i
O=C(CCCC(=O)N1CCN(c2ccccc2F)CC1)c1ccccc1	-4	-0.1	-1.9	-2	1.8	-4	0	0	-8	i
Cc1cc(C)n(-c2ccc(Cl)c(C(=O)O)n2)n1	4	-0.3	-0.4	2	1.6	0	5	0	-3	i
N#Cc1c(N2CCCCC2)nc(N2CCCCC2)c2c1CCN(Cc1ccccc1)C2	2	0.3	3.6	1	-1.2	0	-13	6	1	i
CN(C)S(=O)(=O)c1ccc(Cl)c(NC(=O)COC(=O)CCC2CCCCC2)c1	-3	1.2	3.1	1	-0.2	1	-1	6	-3	i
Cc1ccc(S(=O)(=O)NCC(=O)N(CC(=O)NCc2ccco2)Cc2ccccc2)cc1	-7	1.2	-0.3	0	-0.1	0	2	-1	-11	i

Compounds shown so far containing an aryl thioether with sulfur outside any ring:
SMILES	Scp-1 inhibitor	MsrA inh	LMPTP block	STEP block	TbMetRS inhib	CSN inh	SUMO1-SIM PPI	DNMT1 block	NadD block	Rpn11 inh
CSc1nnc(NC(=O)c2cc(=O)c3cc(C)cc(C)c3o2)s1	0	-0.3	0.1	3	0.0	-3	-4	1	-7	i
CCSc1nc2c(c(=O)n(C)c(=O)n2C)n1Cc1ccc(Cl)cc1	-9	1.3	0.8	1	-1.1	0	4	-2	-3	i
COc1ccc(OC)c(-c2csc(NC(=O)CSc3ccc(Br)cc3)n2)c1	-7	0.4	3.9	-1	0.4	-9	4	-7	-3	i
